Screening data deposited in PubChem by several laboratories.
Rpn11 block: Rpn11 (PSMD14) deubiquitinase inhibitors, primary screen, biochemical, fluorescence polarization, uHTS; 26S proteasome non-ATPase regulatory subunit 14 (Homo sapiens), O00487; calls only at 20 µM; human 26S proteasome, Ub4-pepOG fluorescence polarization; 20S core pre-blocked with epoxomicin; hit rate 0.59% among 360,000;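 active = inhibition at 20 µM, scaled to each plate's controls, above about 33%, limit read from the data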
LMPTP inh: LMPTP phosphatase inhibitors, primary screen, biochemical, fluorescence intensity, uHTS; Low molecular weight phosphotyrosine protein phosphatase (Homo sapiens), P24666; recombinant LMPTP-A, OMFP fluorogenic substrate; inhibition, % at 20 µM; hit rate 0.22% among 360,000; AID 651560, 2012;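 active = compounds that cut the enzyme signal by at least half of the control window in the single-dose screen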;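 note: plate controls were DMSO wells with enzyme plus substrate for no effect and substrate without enzyme for full effect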
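Test system: LMPTP-A, protein tyrosine phosphatase of low molecular weight; Input: 0.625 nM enzyme; Incubation: 50 min dark incubation at room temperature; Signal: endpoint fluorescence intensity from OMFP dephosphorylation; Read-out basis: % inhibition versus control wells.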
Tb MetRS inh: T. brucei MetRS inhibitors, primary screen, biochemical, luminescence; inhibition, % at 11.9 µM; hit rate 0.4% among 360,000; methionyl-tRNA synthetase (Trypanosoma brucei brucei); purified T. brucei MetRS, ATP depletion, Kinase-Glo luminescence;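 active = inhibition above a per-plate cutoff of the control wells' mean inhibition plus 3 SD, cut at about 5.5% in these data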;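 note: 0% = DMSO wells median and 100% = median of wells with control inhibitor compound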
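technique = Kinase-Glo luminescence, ATP depletion format | system = purified MetRS (methionyl-tRNA synthetase) enzyme from Trypanosoma brucei | timing = 15 min preincubation, 2 h reaction, all 25 °C | evaluation = percent inhibition versus plate control medians | dosing = single dose, 11.9 µM final nominal, 0.9% final DMSO | also added = substrates ATP, L-methionine and bulk Escherichia coli tRNA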
NadD block: inhibitors of S. aureus NadD, primary screen, biochemical, colorimetric, uHTS; Nicotinate-nucleotide adenylyltransferase NadD (Staphylococcus aureus N315); purified NadD enzyme, colorimetric absorbance read-out; inhibition, % at 20 µM; hit rate 0.78% among 360,000; AID 602399, 2012; in the data active = inhibition above about 26%; note: some compounds past the cut are filed as inactive
MLLE-PAM2 inh: inhibitors of PABP1 MLLE–PAM2 peptide binding, primary screen, biochemical, fluorescence polarization, FITC-PAM2, GST-MLLE. hit rate 0.36% among 360,000. inhibition, % at 20 µM. AID 588489, 2011; in the data active = inhibition above about 35%, passing the limit was not always enough;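 note: plate controls were DMSO wells with GST-MLLE for no effect and wells lacking GST-MLLE protein for full effect; some results filed as inactive read as strong as hits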
Target sequence (P11940 whole entry, looked up): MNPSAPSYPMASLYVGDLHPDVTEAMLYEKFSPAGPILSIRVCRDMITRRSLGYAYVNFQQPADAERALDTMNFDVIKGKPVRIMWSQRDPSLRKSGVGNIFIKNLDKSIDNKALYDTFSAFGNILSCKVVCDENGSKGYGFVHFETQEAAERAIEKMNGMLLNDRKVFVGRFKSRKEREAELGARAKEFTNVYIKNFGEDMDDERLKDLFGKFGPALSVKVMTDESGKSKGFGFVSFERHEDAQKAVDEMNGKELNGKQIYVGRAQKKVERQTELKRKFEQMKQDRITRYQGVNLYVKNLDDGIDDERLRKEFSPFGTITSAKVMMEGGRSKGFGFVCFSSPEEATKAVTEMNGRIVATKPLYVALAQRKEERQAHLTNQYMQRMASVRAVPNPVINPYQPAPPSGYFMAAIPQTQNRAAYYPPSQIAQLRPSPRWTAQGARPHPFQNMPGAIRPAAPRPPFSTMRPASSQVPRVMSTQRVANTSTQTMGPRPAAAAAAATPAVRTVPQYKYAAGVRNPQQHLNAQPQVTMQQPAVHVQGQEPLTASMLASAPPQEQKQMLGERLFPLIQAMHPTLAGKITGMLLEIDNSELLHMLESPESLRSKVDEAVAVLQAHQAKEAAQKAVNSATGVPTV
CSN inh: inhibitors of CSN-mediated cullin deneddylation, primary screen, biochemical, fluorescence polarization, uHTS; COP9 signalosome complex subunit 5 (Homo sapiens), Q92905; Purified CSN, SCF-Nedd8-OG deneddylation; inhibition, % at 12.5 µM; hit rate 0.38% among 360,000; AID 651999, 2013;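 active = pattern-corrected inhibition above about 35%, with an unprinted fluorescence ratio check between 0.5 and 1.5, limit read from the data, passing the limit was not always enough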;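 note: 0% = enzyme with substrate and 100% = substrate without enzyme; some results filed as inactive read as strong as hits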
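Material: human Csn5 produced in HEK293T cells; Input: enzyme 0.24 nM; Reagent: SCFSkp2-Nedd8OG substrate at 10 nM final; Dosing: 12.5 µM compound; Incubation: 90 min reaction at room temperature; Detection: fluorescence polarization of the substrate; Evaluation: % inhibition of substrate cleavage by Csn5; Control set: substrate-only high control, full reaction low control.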
SUMO1 PPI mod: modulators of SUMO1 protein-protein interactions, primary screen, biochemical, uHTS; inhibition, % at 20 µM; AID 602429, 2012; hit rate 0.33% among 360,000; SUMO1 binding to a labelled peptide, TR-FRET, 1 h; Small ubiquitin-related modifier 1 (Homo sapiens), P63165; in the data active = inhibition above about 37%
Target sequence (P63165 whole entry, looked up): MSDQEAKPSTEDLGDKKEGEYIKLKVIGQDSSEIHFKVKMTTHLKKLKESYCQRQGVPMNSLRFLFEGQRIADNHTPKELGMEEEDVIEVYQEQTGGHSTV
DNMT1 inh: human DNMT1 methyltransferase inhibitors, primary screen, biochemical, molecular beacon, fluorescence, HinP1I cleavage, uHTS | DNA (cytosine-5)-methyltransferase 1 (Homo sapiens), P26358 | inhibition (reported as % activation of signal), % at 10 µM | hit rate 0.83% among 360,000 | AID 588458, 2011; in the data active = inhibition above about 50%
STEP inh: STEP phosphatase inhibitors, primary screen, biochemical, fluorescence intensity, uHTS | Tyrosine-protein phosphatase non-receptor type 5 (Homo sapiens), P54829 | recombinant STEP, OMFP fluorogenic substrate | inhibition, % at 20 µM | hit rate 0.25% among 360,000 | AID 588621, 2011;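 active = inhibition at 20 µM, scaled per plate between control wells, above about 37%, limit read from the data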;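 note: 0% = DMSO with enzyme and substrate and 100% = substrate only without enzyme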
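Also added – OMFP at 25 µM · Test system – STEP tyrosine phosphatase · Technique – FITC-channel fluorescence of OMFP product · Schedule – 20 min at room temperature, dark · Evaluation – control-normalized % inhibition with plate pattern correction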
Scp-1 inhibitor: Scp-1 phosphatase inhibitors, primary screen, biochemical, colorimetric, uHTS; inhibition, % at 20 µM; AID 493091, 2011; hit rate 0.88% among 340,000; Recombinant Scp1, phosphopeptide, malachite green phosphate absorbance;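 active = inhibition above about 50% at 20 µM, limit read from the data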;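 note: plate controls were DMSO wells with enzyme for no effect and wells lacking enzyme for full effect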
Target sequence (Q9GZU7 76-261 limits assumed): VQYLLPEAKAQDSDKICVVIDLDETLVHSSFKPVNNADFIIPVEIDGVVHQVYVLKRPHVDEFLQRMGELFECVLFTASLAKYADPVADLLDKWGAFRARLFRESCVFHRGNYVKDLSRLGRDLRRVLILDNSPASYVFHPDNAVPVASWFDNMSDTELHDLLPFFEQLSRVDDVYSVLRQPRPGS
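System: truncated SCP-1 phosphatase (76-261aa); medium: Tris acetate buffer pH 5.5 with MgCl2 and Tween-20; incubation: 45 min room-temperature reaction, 5 min colour, 30 min stabiliser; compound: single 20 µM dose, 1% DMSO; reagent: Phosphorylated 17-residue peptide substrate; read-out: % inhibition at 20 µM; technique: colorimetric free-phosphate detection, absorbance 630 nm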
An asterisk follows results filed as active; i = inactive; · = not tested or not shown.

SMILES	Rpn11 block	LMPTP inh	Tb MetRS inh	NadD block	MLLE-PAM2 inh	CSN inh	SUMO1 PPI mod	DNMT1 inh	STEP inh	Scp-1 inhibitor
Cc1cc(=O)c2ccccc2n1CC(=O)NCc1ccccc1	i	3.1	-0.5	5	-30	-2	4	3	-2	-5
COc1ccc(-c2cc3ccccc3n2CC(O)CN2CCN(CCO)CC2)cc1 (stereo not given)	i	-1.4	0.1	-2	-8	0	3	0	-1	-12
Cc1ccc(C2=NNC(=Nc3ccc(F)cc3)SC2)cc1	i	0.1	-0.9	13	-101	-2	-8	-11	7	-2
COc1cccc(-c2nc(CS(=O)(=O)CC(=O)NCc3ccc(Cl)cc3)c(C)o2)c1	i	-2.1	-0.9	-10	-19	-4	-5	-4	-2	-9
O=C(CN1C(=O)CCC1=O)Nc1cccc(NC(=O)CN2C(=O)CCC2=O)c1	i	1.3	-0.5	3	-9	0	-1	0	0	-1
COc1ccc(OCC(=O)Sc2ccc(C)cc2)cc1	i	-0.6	-1.0	-8	18	2	-1	-1	-1	-16
Cc1ccc(S(=O)(=O)N2CCN(C(=O)CSCc3ccc(C(C)C)cc3)CC2)cc1	i	2.5	-0.2	4	1	-3	4	-5	0	-10
S=C(NC1CCCCC1)N(CCc1ccccc1)CCc1ccccc1	i	4.9	-0.6	1	-125	0	-5	0	4	0
C/C(=N\Nc1ccc(Cl)c(C(=O)O)c1)c1cccs1	i	-1.3	0.5	-1	-5	8	15	13	2	42
CCOC(=O)c1ccc(NC(=O)C(C)NS(=O)(=O)c2ccc(OC)cc2)cc1 (stereo not given)	i	0.0	-2.0	-1	-3	-3	0	0	1	7
COc1cc(/C=N/NC(=O)Cc2nnc(N)s2)cc(OC)c1OC	i	-0.9	-2.1	-18	-17	0	-10	2	1	-11
S=C1NNC2(NN1)C1CC3CC(C1)CC2C3	i	-1.8	0.2	2	-1	5	3	-2	-3	-8
C/C(=N\O)C(C)(C)Nc1ccc(Cl)cc1	i	-0.8	-0.6	-2	-2	-1	3	-1	-2	-1
Cc1cc([N+](=O)[O-])ccc1NC(=S)NC(=O)C(c1ccccc1)c1ccccc1	i	4.0	-1.0	8	17	3	-5	-2	3	-22
Cn1c2ccccc2c2c(C(=O)N3CCN(c4ccccn4)CC3)cn(C3CCCC3)c(=O)c21	i	2.4	-0.2	13	1	-1	-5	-4	2	3

The final 3 compounds of the part above are carried over, then new ones follow.
SMILES	Rpn11 block	LMPTP inh	Tb MetRS inh	NadD block	MLLE-PAM2 inh	CSN inh	SUMO1 PPI mod	DNMT1 inh	STEP inh	Scp-1 inhibitor
C/C(=N\O)C(C)(C)Nc1ccc(Cl)cc1	i	-0.8	-0.6	-2	-2	-1	3	-1	-2	-1
Cc1cc([N+](=O)[O-])ccc1NC(=S)NC(=O)C(c1ccccc1)c1ccccc1	i	4.0	-1.0	8	17	3	-5	-2	3	-22
Cn1c2ccccc2c2c(C(=O)N3CCN(c4ccccn4)CC3)cn(C3CCCC3)c(=O)c21	i	2.4	-0.2	13	1	-1	-5	-4	2	3
CC(=O)NCCOc1cccc2cccnc12	i	-0.7	-0.7	-2	-11	1	-4	2	1	-9
CCC(OC(=O)C1=Cc2ccccc2OC1)C(=O)NCc1ccco1 (stereo not given)	i	1.5	-1.1	-8	-13	-3	-9	4	-1	-1
CCCn1c(SCC(=O)NC(C)(C)C)nnc1C(C)C	i	-0.2	-0.2	-6	0	0	3	1	-2	-4
O[C@@H]1CN(CC2CCCCC2)[C@@H](c2ccc(Cl)cc2)C[C@H]1n1cc(C2CC2)nn1	i	4.7	-0.7	8	1	6	15	-15	-1	·
O=C(C[C@@H]1C[C@H]2c3cc(NC(=O)Nc4ccccc4F)ccc3O[C@H]2[C@H](CO)O1)NCC(F)(F)F	i	-1.1	0.3	0	-7	8	3	-1	-2	·
O=C(CSc1nnc(-c2ccccc2F)o1)N1CCNC1=O	i	-0.6	-0.6	-7	-3	-4	2	3	0	-2
N#CCCn1ccc(NC(=O)c2ccc(Cl)cc2)n1	i	-1.6	0.0	6	4	1	-1	-1	2	1
CCCn1c(NC(=O)c2ccc([N+](=O)[O-])o2)nc2ccccc21	i	5.2	0.0	24	-34	1	-16	1	-3	-4
Cc1sc2nc(SCC(=O)N3CCCC3)[nH]c(=O)c2c1C	i	-0.1	0.4	2	-3	-1	2	1	3	-3
Cc1cc(C)n(CC(O)CN(c2ccccc2)S(=O)(=O)c2ccccc2)n1 (stereo not given)	i	-0.8	-1.3	-4	-2	2	4	-6	0	1
CC(=O)c1ccc(NC(=O)c2sc3nc(C)c(C)c(C)c3c2N)cc1	i	0.7	-2.3	-3	30	0	-11	-7	3	-12
Cc1nc(CNS(=O)(=O)c2ccc(Br)cc2)cs1	i	-0.6	-0.3	-2	7	4	9	-1	1	-12
CCc1nn2cc(C(=O)c3ccccc3O)cnc2c1-c1ccc(F)cc1	i	1.9	-1.6	-1	10	-2	-6	11	1	-1
CN(C)c1ccc(/C=N/NC(=O)c2ccc3c(c2)OCCO3)cc1	i	-0.8	-0.4	1	4	-3	-17	1	2	4
CCN(CC)C(=O)CSc1nnc(-c2ccc(O)cc2)n1CC1CCCO1 (stereo not given)	i	-1.3	-0.7	2	10	9	3	6	1	-11
O=C(CCCc1nc2ccccc2s1)Nc1ccccc1	i	0.1	0.1	-5	-1	-4	1	-1	-3	-7
Cc1ccc(S(=O)CCNC(=O)Cc2ccc(Cl)cc2)cc1 (stereo not given)	i	-0.7	-0.3	6	13	-4	4	0	-2	-4
CN1/C(=C\C(=O)C[n+]2ccc(C(=O)c3ccccc3)cc2)C(C)(C)c2ccccc21	i	1.7	-0.6	2	-15	5	-34	4	0	-3
CCC(C)C(=O)Nc1nnc(-c2cccs2)s1 (stereo not given)	i	0.3	-0.1	-2	34	-1	-6	-4	4	-6
N#Cc1sc2nc3c(cc2c1N)CCCC3	i	0.3	-0.4	-3	-9	-12	-16	2	-1	-5
CCOc1ccc(N(CC(=O)NCCc2ccc(OC)cc2)S(C)(=O)=O)cc1	i	1.1	-0.7	-2	-7	-1	-2	3	-1	-3
CCOc1ccc(C(=O)Nc2ccc(NC(=O)c3ccccc3)cc2)cc1Br	i	-3.6	-1.1	6	7	2	-1	13	-1	0
COc1ccccc1C(=O)NNC(=O)c1cccc(F)c1	i	-0.6	-0.5	-2	1	7	-1	3	-1	-1
CC(=O)Nc1ccc(NC(=O)COc2cccc3c2OC(C)(C)C3)cc1	i	-1.2	-0.8	-7	1	6	0	-1	-1	10
O=C(c1cc([N+](=O)[O-])ccc1Cl)N1CCc2ccccc21	i	-0.5	-0.5	-1	0	0	-18	-2	-1	-10
CSc1cccc(CN2CCC(Oc3cccc(C(=O)N4CCCC4)c3)CC2)c1	i	0.4	-0.5	4	4	0	1	2	3	-2
O=S(=O)(CCN1CCOCC1)c1ccc(Oc2ccc(S(=O)(=O)CCN3CCOCC3)cc2)cc1	i	-1.4	-1.5	-6	-2	0	-1	0	-5	-12
CCc1ccc(NC(=O)CCn2cccc2)cc1	i	0.7	0.1	-4	3	8	0	-7	1	-6
COc1ccc(/C=C2\SC(=O)N(CC(=O)N(C)C3CCS(=O)(=O)C3)C2=O)cc1 (stereo not given)	i	0.0	-0.7	0	7	1	-27	-4	-2	5
CC(OC(=O)c1cccc(-n2cnnn2)c1)C(=O)Nc1ccccc1F (stereo not given)	i	-0.4	-0.6	-5	-33	3	0	3	1	0
CS(=O)(=O)N1CCCC(C(=O)Nc2ccc(F)cc2)C1 (stereo not given)	i	-1.3	-1.6	-5	11	-2	3	0	0	-5
CN1CCC(C2(O)c3ccccc3CCc3ccccc32)CC1	i	-1.2	0.2	-10	5	0	1	-1	2	-10
O=C(Nc1nc2ccccc2[nH]1)c1cc(F)cc(F)c1	i	0.1	-0.3	-6	-5	2	5	1	-2	-8
O=C(CN1CCCC1)NCc1ccccc1	i	-2.1	-0.4	-3	1	-5	5	2	1	-4
COc1cccc(CC2(CO)CCCN(Cc3ccc(CN4CCCCC4)s3)C2)c1 (stereo not given)	i	0.9	-0.6	-1	-12	-5	-3	-1	-1	-1
O=C1OCCC1Sc1nnc(-c2ccccc2Cl)n1Cc1ccccc1 (stereo not given)	i	-1.4	0.1	-4	-74	-4	2	-5	-4	-6
Cc1ccc(-n2c(SCC(=O)N3CCN(c4ccccn4)CC3)nnc2N2CCCC2)cc1	i	-0.1	0.1	-5	0	5	34	2	-2	-3
O=C(Nc1ccccc1N1CCCCC1)c1ccc(F)c(S(=O)(=O)N2CCOCC2)c1	i	2.0	-0.4	-2	-9	-4	5	-6	0	-3
CCCc1ccc(-c2cc(NC(=O)CSc3nnc(N)s3)n(-c3ccccc3)n2)cc1	i	2.6	0.2	6	-6	6	0	-11	0	-1
NS(=O)(=O)c1ccc(NC(=S)Nc2ccc(S(=O)(=O)N3CCCC3)cc2)cc1	i	-1.5	-0.6	0	43*	3	0	0	3	6
C=C(c1ccc2nc(NC(=O)OC)[nH]c2c1)c1cccs1	i	2.6	0.0	6	-12	0	3	-5	3	2
CCOC(=O)N1CCN(C(=O)c2ccc3c(=O)n(-c4cc(OC)ccc4OC)c(=S)[nH]c3c2)CC1	i	-0.7	0.2	1	14	3	1	0	-3	-5
O=C(NCCCN1CCOCC1)c1ccc(CSc2ccc(Cl)cc2)cc1	i	-1.5	-1.9	-13	-2	4	0	6	1	2
